High-throughput results deposited in PubChem BioAssay by several laboratories.
PhoP inhibition: inhibitors of PhoP regulon expression, primary screen, Salmonella Typhimurium, GFP reporter (AID 1863) | 300,000 tested, 0.16% active | inhibition, % at 50 µM; hits with a dose series show IC50 in µM | S. Typhimurium PhoP-regulated promoter GFP reporter, 4 h; higher % means a stronger effect;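 active = inhibition over 29.93%, a cutoff 3 SD above the screen mean, later confirmed by dose response; inconclusive = inhibition over 29.93% but no dose response follow-up; inactive = inhibition at most 29.93% or unconfirmed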;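 note: 0% = low Mg2+ inducing control and 100% = high Mg2+ repressing control; strong numbers were not always called active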
CSM14.1 death rescue: rescue of cells from ER stress-induced death, primary screen, 384-well, CSM14.1, thapsigargin, ATP luminescence (AID 1222); 190,000 tested, under 10 active; CSM14.1 thapsigargin-induced death rescue, ATP luminescence; higher % means a stronger effect; one-dose cellular ATP content (survival), % at 20 µM; EC50 in µM for titrated hits;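 active = EC50 below 50 µM in the dose-response confirmation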;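 note: death triggered by thapsigargin at about 15 µM added after 2 h compound pretreatment; cell ATP read after overnight thapsigargin exposure of roughly 18 to 22 hours; normalized against plate controls of thapsigargin alone and 5% DMSO vehicle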
RSV antiviral HEp-2: inhibition of RSV-induced cytopathic effect – HEp-2 cells, primary 10 µM value included (AID 2391). HEp-2 cells, RSV-induced CPE inhibition; higher % means a stronger effect. CPE inhibition, % at 10 µM; hits with a dose series show IC50 in µM. 310,000 tested, 0.13% active; in the data active = a potency from the dose series; inconclusive = CPE inhibition mostly from about 23% at the one dose, without a potency; inactive = the rest, 99 in 100 with CPE inhibition below about 21%; note: strong numbers were not always called active
West Nile virus CPE: West Nile virus antiviral activity, cell-based, CPE readout (AID 1621); West Nile virus-infected cells, CPE inhibition; higher % means a stronger effect; one-dose CPE inhibition, % at 10 µM; IC50 in µM for titrated hits; 290,000 tested, 0.02% active; in the data active = a potency from the dose series; inconclusive = CPE inhibition mostly from about 3.7% at the one dose, without a potency; inactive = the rest, 99 in 100 with CPE inhibition below about 2.2%; note: strong numbers were not always called active
PMI inhibition: human PMI inhibitors, high substrate, primary screen, biochemical, fluorescence intensity, high mannose 6-phosphate (AID 1220) | recombinant PMI enzyme, coupled fluorescence intensity; higher % means a stronger effect | inhibition, % at 20 µM, or IC50 in µM where a hit was titrated | 190,000 tested, 0.66% active
SV40 large T antigen: SV40 large T antigen inhibitors, biochemical (AID 1903); SV40 large T antigen ATPase/helicase inhibition assay; higher % means a stronger effect; inhibition, % at 20 µM, or IC50 in µM where a hit was titrated; 310,000 tested, 0.39% active; in the data active = a potency from the dose series; inconclusive = inhibition mostly from about 32% at the one dose, without a potency; inactive = the rest, 99 in 100 with inhibition below about 32%; note: strong numbers were not always called active
Ins promoter up: MIN6 insulin promoter up-regulation | MIN6 insulin promoter-GFP reporter, high-content imaging; hits give high values | z-score at 5 µM | 190,000 tested, 0.3% active | AID 1625;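 active = z-score above 3 at 5 µM with at least 500 cells counted in the well; inconclusive = wells under 500 cells, flagged as cytotoxic or low count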
TNAP activators: stimulation of alkaline phosphatase TNAP activity – biochemical, luminescent, no phosphate acceptor, uHTS, primary screen (AID 1001); purified TNAP, luminescent activation assay, no phosphate acceptor; higher activation fold means a stronger effect; activation fold at 20 µM, or EC50 in µM where a hit was titrated; 200,000 tested, 0.03% active; in the data active = activation fold from about 3, or a potency from the dose series; inactive = the rest, 99 in 100 with activation fold below about 1.6; note: many of its hits are not listed in these tables
human PMI inhibition: inhibitors of human PMI, primary screen, biochemical, fluorescence intensity, coupled assay (AID 1209). inhibition, % at 20 µM, or IC50 in µM where a hit was titrated. purified PMI enzyme, coupled fluorescence intensity; higher % means a stronger effect. 190,000 tested, 0.42% active;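 note: plate controls were DMSO vehicle for no effect and wells lacking substrate for full effect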
Ins promoter up cell count: second read-out of Ins promoter up, no call of its own (marks repeat the call); cell count; measured here: cytotoxicity, nuclei count;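 total cells summed across four imaged fields per well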
Starred values were filed as active, the others as inactive; ? = inconclusive; . = no result given. Cut-off read from the data, not from the text of the source, unless noted: active = inhibition above about 50%; inactive = the rest.

SMILES	PhoP inhibition	CSM14.1 death rescue	RSV antiviral HEp-2	West Nile virus CPE	PMI inhibition	SV40 large T antigen	Ins promoter up	Ins promoter up cell count	TNAP activators	human PMI inhibition
O=C(c1ccccc1Br)N1CCN(c2ncccn2)CC1	18%	.	4.4%	-0.8%	.	-1%	.	.	.	.
COC(=O)c1cc(CNC(=O)Cc2ccsc2)ccc1OC	8%	.	0.5%	-0.1%	.	4%	.	.	.	.
O=C(N/C(=C\c1ccc2c(c1)OCO2)C(=O)N1CCOCC1)c1ccccc1Br	1%	.	1.4%	-0.1%	.	1%	.	.	.	.
CNC(=O)COc1ccc2oc3c(c2c1)CCCC3	3%	.	2.0%	-0.7%	.	3%	.	.	.	.
CCC(CC)CN1C(Nc2ccccc2)=NC[C@@H]1CC(C)C	-5%	.	-1.4%	-1.4%	.	1%	.	.	.	.
CC(C(=O)N1CCN(C2c3ccccc3-c3ccccc32)CC1)N1C(=O)c2ccccc2C1=O (stereo not given)	1%	2.1%	3.0%	-0.2%	-11%	13%	0.15	1401	0.9	-7%
CCCCCOc1ccc(C(=O)NCC2(c3ccccc3)CCOCC2)cc1	13%	-2.4%	0.7%	-0.3%	8%	-4%	-1.5	919	1.1	5%
CC(C)(C)NC(=O)c1ccnc(C(C)(C)C)c1	-6%	-0.4%	0.7%	-0.4%	-1%	3%	.	.	1.1	4%
CC12CN(Cc3ccccc3)CC(C)(CN(Cc3ccccc3)C1)C2=NO	-2%	-3.1%	3.4%	-0.4%	-10%	11%	-1.3	696	1.1	-6%
CCOc1ccc(Nc2cc(Nc3ccccc3OCC)nc(C=C(C#N)C#N)n2)cc1	-4%	.	1.9%	-0.6%	.	5%	-0.66	1458	.	.

Individual results from above.
COC(=O)c1cc(CNC(=O)Cc2ccsc2)ccc1OC in PhoP inhibition has 8%
CC(C)(C)NC(=O)c1ccnc(C(C)(C)C)c1 in CSM14.1 death rescue has -0.4%
CCOc1ccc(Nc2cc(Nc3ccccc3OCC)nc(C=C(C#N)C#N)n2)cc1 in RSV antiviral HEp-2 has 1.9%
CC(C(=O)N1CCN(C2c3ccccc3-c3ccccc32)CC1)N1C(=O)c2ccccc2C1=O (stereo not given) in SV40 large T antigen has 13%
CCC(CC)CN1C(Nc2ccccc2)=NC[C@@H]1CC(C)C in RSV antiviral HEp-2 has -1.4%

(more compounds)
SMILES	PhoP inhibition	CSM14.1 death rescue	RSV antiviral HEp-2	West Nile virus CPE	PMI inhibition	SV40 large T antigen	Ins promoter up	Ins promoter up cell count	TNAP activators	human PMI inhibition
COc1ccccc1CNS(=O)(=O)CC12CCC(CC1=O)C2(C)C (stereo not given)	5%	.	0.3%	-0.6%	.	-2%	.	.	.	.
CCOC(=O)c1cnc2ccc(C(=O)OC)cc2c1NCCN1CCOCC1	9%	-0.7%	-1.5%	-0.1%	13%	-2%	-0.56	1225	1.1	6%
CC(C)n1c(N2CCN(C(=O)Nc3ccc(F)cc3F)CC2)nc2ccccc21	-2%	4.6%	0.6%	-0.5%	-6%	-3%	0.34	1367	1	-6%
O=C(Nc1cccc2ncccc12)c1ccc(-c2ccc(Cl)cc2Cl)o1	1%	-0.4%	-0.1%	2.3%	8%	-2%	0.02	1508	1.1	13%
CCCOc1cccc(C(=O)NC(=S)Nc2ccc(N3CCN(C)CC3)cc2)c1	1%	-0.2%	-2.7%	-0.1%	-3%	8%	-0.7	1390	0.9	5%
Cc1ccccc1N(C(=O)Cc1cccs1)C(C(=O)NC1CCCCC1)c1cn(C)nc1C (stereo not given)	7%	-3.0%	-0.2%	-0.4%	4%	3%	0.22	1385	1.2	14%
CN(C1CCCCC1)S(=O)(=O)c1ccc(S(=O)(=O)N(CC(=O)Nc2ccccc2)C2CC2)cc1	0%	.	1.4%	0.0%	.	12%	-0.81	835	.	.
O=C(CCc1nnc(CCCCc2ccccc2)o1)N(CCO)Cc1ccccc1	-6%	3.4%	6.3%	-0.9%	2%	-1%	-0.73	1516	1.1	6%
CCN(CC)C(=O)Oc1cc(=O)n(C)c2ccccc12	-8%	-0.6%	2.6%	-0.4%	1%	4%	-3.2	537	1	1%
CCN(CC)CCN(C(=O)c1cc2c(ccc3ccccc32)oc1=O)c1nc2cc3c(cc2s1)OCCO3	-2%	.	-1.1%	-0.1%	.	10%	.	.	.	.
O=[N+]([O-])c1cc2c(cc1CN1CCN(c3ccccc3F)CC1)OCO2	-12%	.	4.5%	-0.8%	.	7%	.	.	.	.
Cc1ccc(C(=O)N[C@@H](Cc2ccccc2)C(=O)N2CCC3(CC2)NCCc2[nH]cnc23)cc1C	-9%	.	-0.7%	0.5%	.	9%	.	.	.	.
N=c1c2c(n(Cc3ccc(Cl)cc3)c3c1CCC3)CCC2	-7%	1.0%	11%	1.1%	6%	13%	.	.	1.1	7%
COc1ccc(C(=O)CC(=O)c2ccc(OC)cc2)cc1	6%	.	21%	-0.6%	.	6%	.	.	.	.
CCC(=O)Nc1nc(C)c(-c2csc(Nc3ccc(S(=O)(=O)Nc4cc(C)on4)cc3)n2)s1	0%	-0.6%	.	-0.2%	-11%	6%	-0.67	743	0.8	-11%
COC(=O)c1ccc(N(CC(=O)NC2CCCC2)C(=O)CNC(=O)c2ccco2)cc1	-5%	6.7%	1.5%	0.1%	-1%	2%	-0.25	1268	1.1	2%
O=c1c2ccccc2nc(-c2ccco2)n1CCCn1ccnc1	4%	-0.7%	0.7%	1.0%	-6%	-4%	0.05	1423	0.8	-11%
Cc1sc2ncnc(N(C)Cc3cccs3)c2c1C	2%	5.6%	18%	0.6%	2%	2%	-0.54	1102	1.1	3%
CCSc1ccccc1C(=O)NCCc1ccccc1	-3%	-0.3%	-0.2%	-0.6%	-1%	3%	-0.12	1508	1.1	0%
CCOc1cccc(Nc2cc3n(c(=O)n2)CCc2cc(OC)c(OC)cc2-3)c1	-9%	0.6%	0.7%	0.0%	6%	0%	-0.12	1378	1.1	10%
Cn1c(-c2cccc([N+](=O)[O-])c2)[n+](C)c2ccccc21	5%	6.9%	11%	0.6%	11%	0%	.	.	1	-17%
CC(C)(C)n1nnnc1CN1CCN(C(c2ccccc2)c2ccccc2)CC1	3%	3.7%	13%	.	3%	8%	.	.	1	8%
CCOc1cc(/C=C/c2cc(C(=O)O)c3ccccc3n2)ccc1OC	-14%	-11%	4.8%	0.2%	-3%	12%	0.11	1167	1.1	-20%
CC1CCC(NC(=O)CN2C(=O)c3cccnc3Oc3ccc(Cl)cc32)CC1 (stereo not given)	5%	.	2.1%	-0.6%	.	-11%	.	.	.	.
CCc1nnc(NC(=O)CCCSc2nc3ccccc3[nH]2)s1	-3%	7.7%	-1.8%	0.2%	-1%	0%	-0.45	1425	1.1	-9%
O=C(NCc1cccs1)c1ccc(S(=O)(=O)N2CCOCC2)cc1	-3%	3.0%	-1.1%	0.4%	-9%	2%	-0.05	1303	1	-9%
COc1cc(/C=C2\NC(=S)N(C)C2=O)ccc1OCc1cccc(F)c1	-9%	.	0.4%	-0.7%	.	8%	.	.	.	.
Cc1cc(C)c2nc3s/c(=C/c4ccc5c(c4)n(C)c(=O)n5C)c(=O)n3c2c1	-11%	.	.	.	10%	14%	0.29	1202	1.1	38%
CCc1nnnn1-c1ccc([N+](=O)[O-])cc1C	0%	0.8%	0.7%	0.4%	-1%	11%	0.14	1350	1.1	-2%
CCSc1nnc(NC(=O)c2ccc(C)cc2)s1	4%	-1.3%	15%	0.8%	2%	4%	.	.	1.1	4%
O=C(Nc1ccc(Br)cc1)C1CCN(c2cnccn2)CC1	-15%	.	2.0%	0.6%	.	26%	.	.	.	.
C/C(=N\O)C(C)Oc1ccc(Cl)cc1 (stereo not given)	-5%	0.9%	0.1%	0.1%	9%	8%	0.23	1283	1.1	14%
CCc1ccc(C(=O)O)cc1	-2%	.	2.7%	0.3%	.	10%	-0.49	1433	.	.
Cc1nn(C)c(Oc2ccccc2)c1CCNC(=O)CCl	8%	0.3%	1.5%	0.9%	-13%	0%	0.47	1219	1.1	-13%
O=C(NNc1c(Cl)cc(Cl)cc1Cl)C1CCC1	5%	0.0%	3.7%	-0.8%	-3%	8%	-0.18	1380	1.1	-4%
N#C/C(=C\c1c(N2CCN(Cc3ccccc3)CC2)nc2ccccn2c1=O)S(=O)(=O)c1ccccc1	-11%	.	1.4%	-0.4%	.	13%	.	.	.	.
CC(=O)c1cc2c(cc1NC(=O)c1cc3nc(C(C)C)cc(C(F)(F)F)n3n1)OCO2	-11%	1.2%	2.8%	-0.3%	18%	4%	-0.32	1037	1	13%
Cc1ccc(S(=O)(=O)N/N=C/c2ccc(O)cc2O)cc1[N+](=O)[O-]	11%	.	-0.6%	0.3%	.	?	0.07	1121	.	.
CC1(C)CC2CN(C(=O)Cc3ccccc3)C(C)(C2)C1 (stereo not given)	2%	0.9%	0.0%	-0.7%	-10%	11%	0.13	1623	1	-18%
COc1ccc(CNC(=O)c2nnn(-c3cccc(C(F)(F)F)c3)c2N)cc1	-3%	-0.3%	-0.8%	-0.9%	2%	8%	-0.33	1181	1.1	-6%
O=C(/C=C/c1ccc(OC2CSC2)cc1)c1ccccc1	-2%	-2.4%	?	0.9%	4%	4%	.	.	1.1	10%
O=C(NC(=S)Nc1ccc(S(=O)(=O)N2CCCCC2)cc1)c1cccs1	8%	-1.3%	1.1%	-1.5%	9%	5%	.	.	0.9	11%
CCCCCN(CCCCC)C(=O)C(CCC(=O)O)NC(=O)c1ccc(Cl)c(Cl)c1 (stereo not given)	-4%	.	-1.1%	-0.9%	.	8%	.	.	.	.
CN(CCC#N)Cc1cc(=O)oc2ccc3ccccc3c12	0%	.	3.8%	-0.3%	.	7%	-1.1	1335	.	.
O=C(O)c1ccc2c(=O)[nH]c(CCl)nc2c1	-6%	-0.6%	2.5%	0.6%	-14%	0%	0	1047	1.1	-21%
COc1cc2c(cc1NC(=O)Nc1ccc(C)cc1)oc1ccccc12	-3%	-3.2%	33%	-0.1%	1%	11%	-1	955	1.1	5%
CCCOc1ccccc1C1NC(=O)NC(C)=C1C(=O)OCCOCC (stereo not given)	6%	2.6%	-0.4%	-0.1%	6%	5%	-0.24	1331	1.1	5%
NS(=O)(=O)c1cccc(NC(=O)Cn2nc(C(=O)O)c3ccccc3c2=O)c1	-2%	.	1.7%	-0.2%	.	5%	.	.	.	.

Compound profiles, from the list above. Values in the order: PhoP inhibition | CSM14.1 death rescue | RSV antiviral HEp-2 | West Nile virus CPE | PMI inhibition | SV40 large T antigen | Ins promoter up | Ins promoter up cell count | TNAP activators | human PMI inhibition
Listed for `O=C(/C=C/c1ccc(OC2CSC2)cc1)c1ccccc1` = -2% | -2.4% | ? | 0.9% | 4% | 4% | . | . | 1.1 | 10%
Listed for `O=C(O)c1ccc2c(=O)[nH]c(CCl)nc2c1` = -6% | -0.6% | 2.5% | 0.6% | -14% | 0% | 0 | 1047 | 1.1 | -21%
